# ADAM17 inh = ADAM17 inhibitors, primary screen, biochemical, QFRET; Disintegrin and metalloproteinase domain-containing protein 17 (Homo sapiens), P78536; recombinant ADAM17, EDANS/DABCYL FRET peptide cleavage; inhibition, % at 6.95 µM; 0.83% of 370,000 active;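 active = inhibition above the mean of compounds lying between control limits plus 3 SD, set per campaign, cut at about 8.5% in these data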;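 note: 0% = DMSO-only wells as the low control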
# Target sequence (P78536 215-824 limits assumed): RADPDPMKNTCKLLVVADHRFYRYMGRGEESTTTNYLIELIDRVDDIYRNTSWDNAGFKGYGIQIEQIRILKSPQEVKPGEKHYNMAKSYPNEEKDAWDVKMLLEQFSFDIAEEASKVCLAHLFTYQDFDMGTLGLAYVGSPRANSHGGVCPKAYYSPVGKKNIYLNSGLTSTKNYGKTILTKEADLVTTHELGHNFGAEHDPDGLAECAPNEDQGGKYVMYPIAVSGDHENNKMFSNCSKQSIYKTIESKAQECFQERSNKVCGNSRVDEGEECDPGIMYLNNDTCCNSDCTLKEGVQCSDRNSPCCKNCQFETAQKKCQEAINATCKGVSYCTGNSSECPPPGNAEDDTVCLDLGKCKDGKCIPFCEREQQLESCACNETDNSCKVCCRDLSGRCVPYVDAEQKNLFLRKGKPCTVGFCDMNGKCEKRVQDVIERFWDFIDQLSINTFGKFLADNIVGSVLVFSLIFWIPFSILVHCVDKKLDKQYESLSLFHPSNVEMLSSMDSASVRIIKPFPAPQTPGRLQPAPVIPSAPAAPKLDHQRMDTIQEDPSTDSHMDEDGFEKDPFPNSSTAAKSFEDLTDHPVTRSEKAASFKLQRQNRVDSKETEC
# PG9 Ab binder = binders of HIV-1 gp120 antibody PG9, primary screen, biochemical, TR-FRET; TR-FRET gp120-PG9 antibody binding; inhibition, % at 6.7 µM; 0.43% of 360,000 active; AID 624416, 2012; in the data active = inhibition above about 8.5%
# ssDAF-12 act = S. stercoralis DAF-12 nuclear receptor activators, primary screen, cell-based, luminescence, HEK293, GRIP1 co-expression, lit1-tk-luc | HEK293 ssDAF-12/GRIP1 lit1-tk-luc reporter; % of 3 µM dafachronic acid response | activation, % at 6.8 µM | 1% of 370,000 active | AID 652126, 2013;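 active = activation above the mean over all tested compounds plus 3 SD, cut at about 0.9% in these data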;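 note: 0% = DMSO-only wells and 100% = 3 µM delta7-dafachronic acid wells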
# SMARCA2 activ = SMARCA2 (BRM) function activators, primary screen, cell-based, luminescence, high throughput; MG213 cells, MMTV-luciferase reporter, dexamethasone, overnight; activation, % at 9.1 µM; 1% of 370,000 active; in the data active = activation above about 7.8%;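 note: 0% = vehicle wells and 100% = reference activator wells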
# hcDAF12 agonist = H. contortus DAF-12 nuclear receptor activators, primary screen, cell-based, luminescence, HEK293, lit1-tk-luc reporter; activation, % at 6.8 µM; 1.4% of 370,000 active; HEK293 hcDAF-12 lit1-tk-luc reporter; 0% DMSO, 100% Δ7-dafachronic acid; AID 652067, 2013;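 active = activation above the mean of all tested compounds plus 3 SD, cut at about 5.5% in these data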;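 note: 100% = response to 3 µM Δ7-dafachronic acid high control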
# DAX1 inh-1 = DAX1 (NR0B1) inhibitors on StAR promoter, primary screen, cell-based, luminescence, SF-1 (NR5A1), full-length DAX-1 | inhibition, % at 6.8 µM | HEK293T StAR-luciferase reporter, SF-1/DAX-1 repression relief | 1.1% of 370,000 active | AID 652010, 2013;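 active = inhibition above the mean over all tested compounds plus 3 SD, cut at about 3.6% in these data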;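 note: 0% = DAX-1 cells with DMSO and 100% = cells lacking DAX-1 with DMSO; higher inhibition means more luminescence from relief of DAX-1 repression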
# GAA850 FXN act = FXN promoter activators, primary screen, cell-based, luciferase luminescence, HEK293 lucGAA850. HEK293 lucGAA850 FXN promoter luciferase reporter, 24 h; percent of 10 µM SAHA response. activation, % at 6 µM. 0.56% of 360,000 active. AID 540364, 2011;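 active = activation above the average of all compounds screened plus 3 SD, cutoff fixed separately per campaign, cut at about 7.5% in these data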;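 note: 0% = DMSO wells and 100% = 10 µM SAHA wells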
# hgDAF12 agonist = H. glycines DAF-12 receptor agonists, primary screen, cell-based, luminescence, HEK293, GAL4 fusion, UAS-luciferase; activation, % at 6.8 µM; AID 687014, 2013; HEK293 GAL4-hgDAF12 UAS-luciferase reporter, agonist luminescence; normalized to butyrate control; 1.8% of 370,000 active;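 active = activation above a cutoff set at the mean of all screened compounds plus 3 SD, cut at about 10% in these data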;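 note: 0% = DMSO wells and 100% = sodium butyrate wells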
# GC-A act = GC-A stimulated cGMP production enhancers – HEK293 GC-A cells, cGMP TR-FRET, EC30 ANP, primary screen. 0.14% of 370,000 active. Atrial natriuretic peptide receptor 1 (Homo sapiens), P16066. activation, % at 10 µM. 0% at EC30 ANP, 100% saturating ANP. AID 1671463, 2021; in the data active = activation above about 40%
# DAX1 inh-2 = DAX1 (NR0B1) inhibitors, primary screen, cell-based, HEK293, Gal4-DAX1, luciferase luminescence; Nuclear receptor subfamily 0 group B member 1 (Homo sapiens), P51843; HEK293 Gal4-DAX1 luciferase reporter; inhibition, % at 6.75 µM; 0.99% of 340,000 active; AID 504766, 2011;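 active = inhibition above the mean over all tested compounds plus 3 SD, cut at about 4.2% in these data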;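 note: 0% = DAX1-transfected cells with DMSO and 100% = empty-vector control cells with DMSO; inhibition shows as a rise in luminescence from relieved DAX1 repression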
# Target sequence (P51843 207-470 limits assumed): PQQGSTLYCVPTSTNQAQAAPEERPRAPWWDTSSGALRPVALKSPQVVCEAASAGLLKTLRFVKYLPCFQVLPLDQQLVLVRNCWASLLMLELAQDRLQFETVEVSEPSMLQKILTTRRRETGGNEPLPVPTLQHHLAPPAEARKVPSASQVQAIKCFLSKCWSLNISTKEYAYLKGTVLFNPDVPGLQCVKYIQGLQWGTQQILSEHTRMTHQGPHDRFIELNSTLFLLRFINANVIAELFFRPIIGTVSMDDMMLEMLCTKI
# ADAM10 inh = human ADAM10 inhibitors, primary screen, biochemical, QFRET, HTS | Disintegrin and metalloproteinase domain-containing protein 10 (Homo sapiens), O14672 | recombinant ADAM10, EDANS/DABCYL FRET peptide cleavage, 3 h | inhibition, % at 7 µM | 0.62% of 370,000 active;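 active = inhibition above a per-campaign cutoff equal to the mean of compounds falling between control-based bounds plus 3 SD, cut at about 20% in these data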;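 note: 0% = DMSO wells while the 100% control is not disclosed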
# Starred values were filed as active, the others as inactive; / = no result given; & = joins results of further samples. Not a hit list; 6.8% or so of the library scored in one or more.
SMILES,ADAM17 inh,PG9 Ab binder,ssDAF-12 act,SMARCA2 activ,hcDAF12 agonist,DAX1 inh-1,GAA850 FXN act,hgDAF12 agonist,GC-A act,DAX1 inh-2,ADAM10 inh
N/C(=N\c1nc2ccccc2o1)NC(=O)c1ccccc1NC(=O)c1ccccc1,-6,11*,-1.0,-1,-1.1,0.4,0.7,0.0,6,0.2,4
Cc1cc(O)c(C(C)C)cc1N=Cc1ccc(N(C)C)cc1,-4,-6.6,-0.9,4,-1.7,-1.2,-1.0,0.6,-7,-0.4,-8
CCOC(=O)CC[C@H](NC(=O)[C@@H]1CC=C[C@@H]2CCN(Cc3ccc(Cl)cc3)C(=O)[C@@H]21)C(=O)OCC,-4,/,-1.3,/,-2.2,/,/,2.4,-9,/,1
COc1ccc(O)c(C(=O)c2cnn(-c3ccccc3)c2)c1,-24,-1.1,0.1,2,4.4,1.3,4.1,4.7,3,0.0,-75
Cc1cc(C)c(C)c(S(=O)(=O)N2CCNC(=O)C2)c1C,0,-0.9,-0.7,-1,1.2,-0.3,-0.4,-4.3,4,1.2,-6
CC1CCCCC1NC1=NCCS1 (stereo not drawn),-2,1.9,-0.7,0,-1.3,-0.1,-0.9,-1.5,-1,-0.3,-4
CCN(C(=O)CN1C(=O)NC(CCSC)C1=O)C1CCS(=O)(=O)C1 (stereo not drawn),-5,-0.2,-1.2,-3,0.2,-1.1,-0.2,2.4,4,0.4,-11
CC1(C)Oc2ccc3ccc(=O)oc3c2/C(=C/Nc2ccc(O)cc2)C1=O,0,-0.5,-2.3,1,-3.1,-1.1,1.7,-2.5,-44,-3.9,3
CCCCCOc1ccc(/C=N/NC(=O)CSc2nnc(-c3ccc(OC)cc3)n2-c2ccc(C)cc2)cc1,0,/,-1.1,-2,0.6,-0.6,/,3.5,-4,/,4
Cc1cc(OC(=O)Nc2ccccc2)ccc1Cl,-3,-0.2,-0.3,-3,-0.2,2.3,2.4,2.6,6,1.4,-14
Cc1cccc(C(=O)Nc2cc(OCc3cccc(F)c3)c(Cl)cc2Cl)c1,2,-2.6,-1.4,7,0.3,0.9,0.0,3.1,-2,1.1,3
O=C(COC(=O)CNS(=O)(=O)c1cccc(Br)c1)NC(=O)Nc1ccc2c(c1)OCCO2,1,-1.7,-0.2,11*,-0.1,1.0,0.7,2.4,-3,-0.9,6
COc1ccc(Cn2c(C)nc3c(c(=O)c4ccccc4n3C)c2=O)cc1,-1,-1.6,-1.3,-1,-0.5,-0.5,0.0,-0.7,4,1.2,0
COc1ccc(NS(=O)(=O)c2ccc(Cl)s2)cn1,-4,0.1,-0.3,-5,1.0,0.1,0.5,0.3,-4,0.3,-8
CC(=O)c1c(C)oc2c1cc(O)c1ccccc12,-6,-1.7,-0.7,-3,-0.5,0.3,2.0,0.0,20,0.7,1

# Looked up by structure from the entries so far:
SMILES,ADAM17 inh,PG9 Ab binder,ssDAF-12 act,SMARCA2 activ,hcDAF12 agonist,DAX1 inh-1,GAA850 FXN act,hgDAF12 agonist,GC-A act,DAX1 inh-2,ADAM10 inh
Cc1cc(O)c(C(C)C)cc1N=Cc1ccc(N(C)C)cc1,-4,-6.6,-0.9,4,-1.7,-1.2,-1.0,0.6,-7,-0.4,-8
COc1ccc(NS(=O)(=O)c2ccc(Cl)s2)cn1,-4,0.1,-0.3,-5,1.0,0.1,0.5,0.3,-4,0.3,-8
CC1CCCCC1NC1=NCCS1 (stereo not drawn),-2,1.9,-0.7,0,-1.3,-0.1,-0.9,-1.5,-1,-0.3,-4
O=C(COC(=O)CNS(=O)(=O)c1cccc(Br)c1)NC(=O)Nc1ccc2c(c1)OCCO2,1,-1.7,-0.2,11*,-0.1,1.0,0.7,2.4,-3,-0.9,6
Cc1cc(OC(=O)Nc2ccccc2)ccc1Cl,-3,-0.2,-0.3,-3,-0.2,2.3,2.4,2.6,6,1.4,-14
Cc1cccc(C(=O)Nc2cc(OCc3cccc(F)c3)c(Cl)cc2Cl)c1,2,-2.6,-1.4,7,0.3,0.9,0.0,3.1,-2,1.1,3

# Continuation.
SMILES,ADAM17 inh,PG9 Ab binder,ssDAF-12 act,SMARCA2 activ,hcDAF12 agonist,DAX1 inh-1,GAA850 FXN act,hgDAF12 agonist,GC-A act,DAX1 inh-2,ADAM10 inh
CC(C)(C)n1nc2c(c1NC(=O)c1ccccc1C(F)(F)F)CS(=O)(=O)C2,0,1.1,-0.5,-2,-0.2,0.1,0.5,1.4,1,-0.2,-7
CCc1nc2ccc(C(=O)NC(C)(C)C)cn2c1N(CC)Cc1cccc(Br)c1,-1,0.4,-0.9,-5,-2.4,-1.4,-3.1,-0.8,-3,/,2
COc1c(O)ccc(/C=C(\C#N)c2nc3ccccc3[nH]2)c1[N+](=O)[O-],-48,-4.6,-0.8,2,4.8,0.0,5.1,3.2,10,1.2,-129
O=C(NCCc1cccs1)C1CC1,3,-1.6,-0.3,3,-0.3,0.5,1.0,-1.5,-1,1.6,0
CC(=O)NCC(=O)OCC(=O)N1c2ccccc2Sc2ccccc21,-6,1.0,-2.6,-4,0.1,0.3,2.1,-0.1,-1,-0.2,-6
O=C(Cc1cccs1)NCCc1ccc(Cl)cc1,0,-0.3,-1.2,4,-2.8,-0.4,0.8,-0.1,1,1.0,4
CC(=O)Nc1ccc(S(=O)(=O)NC2=C(N3CCN(Cc4ccccc4)CC3)C(=O)c3ccccc3C2=O)cc1,1&-3,-6.6&-7.5,-1.5&-2.0,2&-2,-1.8&-1.1,-1.8&-0.7,-1.6&-1.3,-2.7&0.4,-3&-3,-0.1&-1.6,-6&-8
COc1ccc2[nH]c(=O)c(CN(Cc3nnnn3CCc3ccccc3)CC3CCCO3)cc2c1 (stereo not drawn),-63,2.2,-1.5,3,2.1,-0.1,7.7*,-0.4,-5,0.2,-194
COc1cc(/C=C/c2cccc[n+]2C)ccc1OCC(=O)Nc1ccccc1C,-4,-0.3,-1.0,2,-1.5,0.0,0.9,4.9,-3,1.9,-1
Cc1ccc(C2C3C(=O)N(c4ccc(C)cc4)C(=O)C3N3CCCN23)cc1 (stereo not drawn),-3,-2.0,-1.8,-3,1.6,0.0,2.0,0.1,-1,1.6,-5
C=CCOC(=O)C1=C[C@H](c2ccccc2)[C@@H](CCCO)[C@H](OCC)O1,-1,0.3,-0.8,0,1.4,-0.3,0.0,-0.1,-3,-0.7,0
CSc1ccccc1NC(=O)CN(C)CC(=O)c1[nH]c(C)c(C(C)=O)c1C,-5,0.1,-0.8,0,-0.1,-0.8,1.4,-0.3,-1,-1.9,-15
CCOC(=O)C1CCN(C(=O)Cc2c(C(=O)O)n(C)c3ccccc23)CC1,-3,-1.0,0.8,-2,2.2,0.5,0.7,-0.4,1,-0.2,-3
O=c1[nH]c2ccccc2n1C1=CCNCC1,0,-3.0,-1.4,3,0.7,-0.1,0.7,-1.0,-1,-0.7,7
O=C(NC1CCCC1)C(c1ccncc1)N(Cc1ccco1)C(=O)c1ccc(-c2ccccc2)[nH]1 (stereo not drawn),-1,0.8,-0.7,6,-0.3,-1.1,-0.3,0.6,-2,-0.1,-5
COC(=O)C1=C(C)N(Cc2cccc(C(F)(F)F)c2)C(=NCc2ccc3c(c2)OCO3)NC1c1cccc(C(F)(F)F)c1 (stereo not drawn),-2,-1.9,-1.6,-6,-0.7,1.5,/,-0.9,-18,/,0
C[C@@]12CCC=C[C@H]1[C@H](c1ccc3ccccc3c1/C=C/c1ccccc1)N(Cc1ccccc1)C2=O,2,-1.0,-0.7,-2,0.0,0.3,2.2,0.0,-2,1.2,0
C=CC[C@@H](CC(=O)N[C@H](CO)Cc1ccccc1)C(=O)N[C@H](COC(=O)[C@@H](CC=C)CC(=O)OC(C)(C)C)Cc1c[nH]c2ccccc12,7,-0.2,-1.0,-1,-2.5,-1.3,-7.1,-2.5,-8,1.4,12
COc1ccc(NC(=O)c2cc3c(s2)CCC3)cc1S(=O)(=O)N1CCOCC1,-2,-1.7,-1.4,-3,0.1,-1.2,-1.0,-3.4,8,-3.1,0
CCOCC(O)CNc1ccccc1 (stereo not drawn),-1,-0.7,-1.1,-1,1.0,0.1,0.3,-0.1,-3,0.7,-4
CCN(C(=O)COC(=O)c1cc(-c2ccccc2)nn1-c1ccccc1)C1CCS(=O)(=O)C1 (stereo not drawn),2,-1.2,-1.9,-5,-1.0,-0.4,-0.4,-0.8,-19,-0.1,-5
Cc1nn(Cc2ccc(Cl)cc2Cl)c(Cl)c1/C=C/C(=O)OCC(=O)NCC(F)(F)F,-3,-1.1,-1.4,1,-0.5,0.3,1.3,-2.1,4,-1.1,9
Cc1noc(C)c1CSCC(=O)Nc1nc2ccc(Oc3ccccc3)cc2s1,3,0.5,-1.1,-1,-2.7,-0.6,-0.4,-2.7,0,-0.7,10
Cc1n[nH]c(C)c1S(=O)(=O)N1CCCC(C(=O)NCc2cccs2)C1 (stereo not drawn),0,1.4,-0.7,-3,-0.6,-0.6,-0.7,-2.4,5,-0.2,1
CCN(CC)S(=O)(=O)c1ccc(OC(C)C)c(N)c1,-5,-2.5,-1.0,-1,-0.2,-0.5,0.4,-1.2,1,3.8,-6
NC1=C(Cl)C(=O)c2ccccc2C1=O,0,-8.2,0.1,-6,4.5,-3.3,1.6,-4.7,-4,0.1,-12
COc1cccc(C(=O)Nc2ccc(NC(=O)c3ccco3)nc2)c1,1,-0.6,-0.7,9.7*,-0.5,0.6,1.1,7.0,-3,0.3,4
COc1cc(C=NN2CCCCC2)cc(OC)c1OC,-4,-3.1,-0.8,5,-0.1,1.5,-1.0,1.9,0,1.2,-8
CCC1CN(C(=O)NCc2ccc(C)cc2)c2cc(C)ccc2O1 (stereo not drawn),-3,1.1,-1.8,-3,-2.0,0.0,1.1,1.6,-5,1.4,-10
Cc1ccc2c(c1)C(c1ccccc1)N(C(=O)CC(C)C)CC(=O)N2 (stereo not drawn),1,-2.2,-1.0,-2,-3.3,0.2,-2.0,-1.9,-10,-0.8,12
CCN(CCCNC(=O)C1CCN(S(=O)(=O)CC)CC1)c1ccccc1,-3,-1.1,-1.4,0,-1.2,-0.6,1.0,-1.4,-3,-0.5,-4
O=C(COC(=O)CCc1ccc(S(=O)(=O)N2CCOCC2)cc1)NC1CCCC1,1,0.0,-0.4,-4,-1.3,-0.3,0.7,-2.2,-1,0.9,-10

# Screens (PubChem BioAssay)
